Myeloid diff MLP: promotes myeloid progenitor differentiation; 1% of 360,000 active; ER-HoxA9 myeloid progenitors, lysozyme-GFP differentiation, flow cytometry; AID 624256; calls only at 10 µM;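 active = normalized GFP-positive differentiation at or above the plate's own cutoff, the solvent-only control mean plus 3 SD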;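 also: cells exposed to compound for four days before flow analysis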
KOR beta-arrestin-1: kappa opioid receptor activators – cell-based, luminescence, uHTS, primary screen (AID 1777); KOR beta-arrestin recruitment, luminescence; higher % means a stronger effect; one-dose activation, % at 10 µM; EC50 in µM for titrated hits; 0.02% of 280,000 active; in the data active = activation above about 50%, passing the limit was not always enough; also: a part of the inactive calls stands beside numbers as strong as those of hits
NTR1 ag: NTR1-driven beta-arrestin-GFP spot formation – imaging, U2OS cells, high content, primary screen (AID 493036). P30989. agonist mode. activation, % at 20 µM. 0.17% of 330,000 active;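 active = activation at or above 40% of the spot to cytoplasm intensity ratio, with at least 20 cells analyzed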;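 also: 0% = DMSO without peptide and 100% = 100 nM NTR1 peptide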
Target sequence (P30989 whole entry, looked up): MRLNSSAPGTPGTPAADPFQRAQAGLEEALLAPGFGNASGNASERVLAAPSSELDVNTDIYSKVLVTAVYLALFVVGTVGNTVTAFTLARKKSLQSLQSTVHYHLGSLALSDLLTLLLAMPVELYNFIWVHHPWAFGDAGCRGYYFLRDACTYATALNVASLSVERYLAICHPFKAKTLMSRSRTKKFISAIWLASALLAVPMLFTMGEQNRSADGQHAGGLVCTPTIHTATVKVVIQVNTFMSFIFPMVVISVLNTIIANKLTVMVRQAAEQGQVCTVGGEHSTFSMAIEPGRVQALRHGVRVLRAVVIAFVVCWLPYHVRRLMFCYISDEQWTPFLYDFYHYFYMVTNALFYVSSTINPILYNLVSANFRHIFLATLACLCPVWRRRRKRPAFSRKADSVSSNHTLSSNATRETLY
T cell HTS: modulates CD8 T cell binding to vesicles; 0.068% of 330,000 active; calls only at 7 µM; 2C CD8+ T cell-vesicle binding, flow cytometry; active compounds read low;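 active = response, share of CD8 T cells binding vesicles, and their 90th percentile fluorescence all below set limits, cut at about 80% in these data, passing the limit was not always enough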
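Test system: purified 2C TCR transgenic mouse naive CD8+ T cells. Probe or stimulus: QL9-peptide-loaded Drosophila micro-vesicles bearing Ld, ICAM-1 and B7-1. Incubation: binding step 1.5 h, 37 °C, antibody labelling 20 min, ice. Measured by: flow cytometry of vesicle-bound cells.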
KOR beta-arrestin-2: kappa opioid receptor blockers – cell-based, luminescence, uHTS (AID 1778); inhibition, % at 10 µM, or IC50 in µM where a hit was titrated; 0.091% of 290,000 active; KOR beta-arrestin recruitment, luminescence, antagonist mode; higher % means a stronger effect; also: strong numbers were not always called active
GPR55 LPI antagonism: inhibition of LPI-stimulated GPR55 beta-arrestin translocation – imaging, U2OS, beta-arrestin-GFP, LPI agonist, primary screen (AID 2013). 0.13% of 290,000 active. inhibition, % at 10 µM; hits with a dose series show IC50 in µM. U2OS GPR55 beta-arrestin-GFP translocation imaging, LPI antagonism; higher % means a stronger effect;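 active = spots per cell inhibited over 60%, with over 100 cells counted and total cytoplasm intensity under 500,000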;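 also: U2OS cells stably carrying GPR55 and arrestin-GFP stimulated by 5 µM LPI near EC80; imaged beta-arrestin-GFP aggregate spots per cell after agonist stimulation; plate controls were LPI-stimulated DMSO wells for no effect and DMSO wells without LPI for full effect; some results filed as inactive read as strong as hits; confirmed hits need IC50 under 10 µM and bright autofluorescent wells are also inconclusive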
GPR55 activation: GPR55 agonists via beta-arrestin recruitment, primary screen, imaging, U2OS cells, beta-arrestin-GFP redistribution (AID 1961). U2OS GPR55 beta-arrestin-GFP redistribution imaging; higher % means a stronger effect. one-dose activation, % at 10 µM; EC50 in µM for titrated hits. 0.048% of 290,000 active;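 active = activation above 40% with more than 50 cells counted in the well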;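 also: U2OS osteosarcoma cells stably expressing GPR55 and beta-arrestin-GFP; plate controls were DMSO negative control for no effect and LPI positive control for full effect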
NOD1 NF-kB reporter: inhibition of NOD1-driven NF-kB reporter – cell-based, luminescence, uHTS, primary screen (AID 1578); one-dose inhibition, % at 4 µM; EC50 in µM for titrated hits; NOD1-driven NF-kB luciferase reporter cells, luminescence; higher % means a stronger effect; 1% of 290,000 active; in the data active = inhibition mostly above about 36%, no sharp cut-off; inactive = mostly below about 34%;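 also: HEK-293T reporter cells stimulated with the NOD1 agonist gamma-tri-DAP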
NOD2 inhibition: NOD2 signaling inhibitors, cell-based, luminescence, uHTS, HEK293 (AID 1566); 0.63% of 290,000 active; HEK293 NOD2/NF-kB luciferase reporter, luminescence; higher % means a stronger effect; inhibition, % at 4 µM; hits with a dose series show EC50 in µM; also: many of its hits are not listed in these tables
T cell HTS vesicle-bound %: also measured in T cell HTS; calls as there; double positive events, %; measured here: CD8+ vesicle-bound cell fraction;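 binding gate set so that unloaded-vesicle control wells show 10% double positive cells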
NTR1 ag cell count 20 µM: second read-out of NTR1 ag, no call of its own (marks repeat the call); cell count; measured here: cell count, cytotoxicity flag
Myeloid diff MLP GFP+ MAC1+ %: further read-out of Myeloid diff MLP, marked with its call; GFP+ MAC1+ double positive, %; measured here: differentiation confirmed by MAC1 staining
Active calls of the source: *; i = inactive; . = no result given; + = active, no number; [ ] = remark or other dose. Rule as the data show it, unless noted: active = inhibition above about 50%; inactive = the rest. These rows are one share of the data; rates above refer to the full screens.

Order of results: Myeloid diff MLP	Myeloid diff MLP GFP+ MAC1+ %	KOR beta-arrestin-1	NTR1 ag	NTR1 ag cell count 20 µM	T cell HTS	T cell HTS vesicle-bound %	KOR beta-arrestin-2	GPR55 LPI antagonism	GPR55 activation	NOD1 NF-kB reporter	NOD2 inhibition
CCC(CC)NC(=O)COC(=O)c1ccc(OCC(=O)Nc2ccccc2OC)c(OC)c1
→ i	1.7	-2.0%	1.1	85	i	54	7%	4%	0.2%	-15%	14%
CCNC(=S)NCc1ccc(OC)c(OC)c1
→ i	0.8	-2.3%	-1.1	46	i	41	3%[20 µM]	4%	-0.1%	-21%	8%
O=C(c1cccc2ccccc12)N1CCC(N2CCN(c3ccccc3)CC2)CC1
→ i	1.2	2.2%	0.1	94	i	50	13%	11%	-0.1%	24%	9%
Clc1ccc2oc(SCc3cccnc3)nc2c1
→ i	1.0	0.3%	-0.7	72	i	42	-13%	4%	0.3%	-7%	-9%
O=C(NCc1ccccc1Cl)C1CCN(S(=O)(=O)c2cccc3nonc23)CC1
→ i	0.2	-2.6%	0.3	50	i	20	6%	-10%	-0.2%	18%	31%
COc1ccc(CNc2ccc(-c3ccccc3OC)nn2)cc1
→ i	1.0	1.2%	-2.9	49	i	42	4%	10%	0.1%	-13%	13%
COc1ccc(/C=N/NC(=O)CSc2nnc(CCCc3ccc(OC)c(C)c3)o2)cc1
→ i	1.2	-1.4%	3.5	42	i	36	-14%	-6%	-0.4%	-10%	-3%
Cc1ccc2nc(SCC(=O)Nc3ccc(C)c([N+](=O)[O-])c3)[nH]c2c1
→ i	0.4	-0.6%	5.5	39	i	53	17%	2%	0.3%	-28%	9%
CS(=O)(=O)N1CCN(c2ccnc3cc(Cl)ccc23)CC1
→ i	0.2	-1.6%	0.5	48	i	29	-30%	12%	-0.1%	-20%	19%
COCCNC(=O)c1cc(-c2cccnc2)nc2ccc(Br)cc12
→ i	0.8	-6.0%	3.9	83	i	17	-1%	15%	-0.1%	8%	14%
Cc1ccc(SCC(=O)NNC(=O)c2ccccc2)cc1C
→ i	1.8	-2.5%	-0.2	46	i	24	-19%	-4%	-0.1%	2%	10%
CC(C)(C)c1ccc(C(=O)N/N=C/c2cccc(Cl)c2)cc1
→ i	0.9	8.4%	4.2	70	i	24	-70%	2%	0.0%	72%*	-34%
CC(=O)c1sc2nc(CSc3nncn3C)[nH]c(=O)c2c1C
→ i	0.2	0.0%	-0.3	60	i	46	-7%	-1%	-1.1%	-31%	-6%
Cc1cccc(NC(=O)C23CCC(C)(C(=O)O2)C3(C)C)c1 (configuration not stated)
→ i	0.5	0.3%	-0.1	70	i	56	2%	-5%	-0.2%	-23%	8%
C[C@H]1C=C(C(=O)N2CCOCC2)O[C@@H](OCc2ccc(CO)cc2)C1
→ +	9.9*	3.3%	0.7	67	.	.	-35%	-6%	-0.2%	-27%	-3%
CN(C)CCCN(C(=O)c1ccco1)c1nc2c(F)cc(F)cc2s1
→ i	0.3	-0.4%	-0.4	55	i	43	-29%	7%	-0.7%	-28%	-8%
COc1ccc(C2C(C#N)=C(N)Oc3n[nH]c(C)c32)cc1CN1CCN(c2ccc(F)cc2)CC1 (configuration not stated)
→ i	0.7	-0.1%	8.2	59	i	29	-1%	17%	0.7%	-27%	2%
COc1ccc(NC(=O)Nc2ccc3nsnc3c2)cc1
→ i	8.2	-0.7%	0.7	49	i	20	25%	7%	0.0%	7%	-40%
O=C(C1CC1)N1CCN(c2ccc(O)cc2)CC1
→ i	2.1	1.4%	2.3	30	i	28	-31%	-5%	0.1%	-13%	-8%
CCOC(=O)CSC1=Nc2ccccc2C2=NC(CC(=O)NCc3ccc4c(c3)OCO4)C(=O)N12 (configuration not stated)
→ i	0.2	2.0%	2.8	83	i	9	-19%	11%	0.9%	-12%	-18%

Ordered by value in NOD2 inhibition (lowest first): three of the compounds above.
compound,Myeloid diff MLP GFP+ MAC1+ %,KOR beta-arrestin-1,T cell HTS,T cell HTS vesicle-bound %,KOR beta-arrestin-2,GPR55 LPI antagonism,GPR55 activation,NOD1 NF-kB reporter,NOD2 inhibition
COc1ccc(C2C(C#N)=C(N)Oc3n[nH]c(C)c32)cc1CN1CCN(c2ccc(F)cc2)CC1 (configuration not stated),0.7,-0.1%,i,29,-1%,17%,0.7%,-27%,2%
CCNC(=S)NCc1ccc(OC)c(OC)c1,0.8,-2.3%,i,41,3%[20 µM],4%,-0.1%,-21%,8%
COCCNC(=O)c1cc(-c2cccnc2)nc2ccc(Br)cc12,0.8,-6.0%,i,17,-1%,15%,-0.1%,8%,14%

Other entries:
Order of results: Myeloid diff MLP	Myeloid diff MLP GFP+ MAC1+ %	KOR beta-arrestin-1	NTR1 ag	NTR1 ag cell count 20 µM	T cell HTS	T cell HTS vesicle-bound %	KOR beta-arrestin-2	GPR55 LPI antagonism	GPR55 activation	NOD1 NF-kB reporter	NOD2 inhibition
Cc1c(C(=O)NNc2cc(=O)n(C)c(=O)n2C)cccc1[N+](=O)[O-]
→ i	3.5	-1.0%	0.1	63	i	16	3%	4%	-0.1%	-8%	-2%
O=C(CN1CCOCC1)Nc1ccc(C2CCCCC2)cc1
→ i	6.1	0.4%	-0.2	59	i	11	-6%	1%	-0.2%	-33%	-21%
COCCNC(=O)Cn1nc(C)c([N+](=O)[O-])c1C
→ i	0.2	-6.9%	-0.5	60	i	30	-29%	9%	-0.1%	-28%	13%
Cc1ccccc1NC(=O)c1cc(S(=O)(=O)Nc2cccc(C(=O)O)c2)ccc1Cl
→ i	0.5	4.9%	-1.2	98	i	66	-8%	-3%	0.0%	-2%	-4%
COC(=O)c1cc(C(=O)NCCN2C(=O)S/C(=C\c3cccs3)C2=O)cc([N+](=O)[O-])c1
→ i	0.8	2.5%	-0.2	45	i	50	-30%	9%	0.6%	-5%	6%
O=C(c1ccccc1)c1cc2ccccc2o1
→ i	0.2	-6.0%	0.7	67	i	52	19%	1%	0.4%	-13%	-8%
S=C(NCc1ccccc1)Nc1ccc(Oc2ccccc2)cc1
→ i	0.3	6.1%	7.4	58	i	55	-60%[20 µM]	-6%	0.1%	6%	-4%
Cc1cccc(C2c3[nH]c4ccccc4c3CCN2C(=O)c2cc3c([nH]c2=O)CCCC3)n1 (configuration not stated)
→ i	1.2	.	5.3	42	i	16	-34%[20 µM]	0%	-0.1%	-40%	-2%
CCOC(=O)CNc1nc(Cl)c(C#N)s1
→ i	0.4	2.7%	0.4	81	i	32	-22%	-6%	0.5%	27%	-5%
O=S(=O)(CCN1CCOCC1)c1ccc(OC(F)(F)F)cc1
→ i	0.9	-2.0%	0.0	55	i	46	14%	0%	0.4%	-6%	10%

In another format: entries from further up
SMILES	Myeloid diff MLP	Myeloid diff MLP GFP+ MAC1+ %	KOR beta-arrestin-1	NTR1 ag	NTR1 ag cell count 20 µM	T cell HTS	T cell HTS vesicle-bound %	KOR beta-arrestin-2	GPR55 LPI antagonism	GPR55 activation	NOD1 NF-kB reporter	NOD2 inhibition
COCCNC(=O)Cn1nc(C)c([N+](=O)[O-])c1C	i	0.2	-6.9%	-0.5	60	i	30	-29%	9%	-0.1%	-28%	13%
Cc1ccccc1NC(=O)c1cc(S(=O)(=O)Nc2cccc(C(=O)O)c2)ccc1Cl	i	0.5	4.9%	-1.2	98	i	66	-8%	-3%	0.0%	-2%	-4%
COC(=O)c1cc(C(=O)NCCN2C(=O)S/C(=C\c3cccs3)C2=O)cc([N+](=O)[O-])c1	i	0.8	2.5%	-0.2	45	i	50	-30%	9%	0.6%	-5%	6%
O=C(c1ccccc1)c1cc2ccccc2o1	i	0.2	-6.0%	0.7	67	i	52	19%	1%	0.4%	-13%	-8%
S=C(NCc1ccccc1)Nc1ccc(Oc2ccccc2)cc1	i	0.3	6.1%	7.4	58	i	55	-60%[20 µM]	-6%	0.1%	6%	-4%

Other entries follow.
Order of results: Myeloid diff MLP	Myeloid diff MLP GFP+ MAC1+ %	KOR beta-arrestin-1	NTR1 ag	NTR1 ag cell count 20 µM	T cell HTS	T cell HTS vesicle-bound %	KOR beta-arrestin-2	GPR55 LPI antagonism	GPR55 activation	NOD1 NF-kB reporter	NOD2 inhibition
COc1ccccc1N1CCN(C/C(O)=C(\C#N)c2nc(-c3ccccc3)cs2)CC1
→ i	1.2	0.1%	0.3	47	i	9	-50%	8%	-0.1%	13%	9%
Cc1cc(C(=O)N/N=C2\CCCc3ccccc32)c(C)o1
→ i	0.4	-1.3%	-0.8	87	i	24	16%	-4%	-0.2%	-21%	-1%
CN(CCOc1ccc(Cl)cc1)C(=O)C1CCN(C(=O)c2ccc(Cl)cc2)CC1
→ i	0.1	1.3%	-0.1	67	i	45	0%	19%	-0.1%	-31%	0%
CCCc1nnc(NC(=O)CCC(=O)N2CCN(S(=O)(=O)c3ccc(C)cc3)CC2)s1
→ i	0.4	3.8%	-0.5	56	i	36	.	9%	-0.1%	-6%	5%
O=S(=O)(c1ccccc1)c1nc(NC2CC2)sc1Cl
→ i	0.3	2.8%	1.3	56	i	8	-21%	-5%	-0.7%	-6%	2%
Cc1ccc(C(C)C)cc1OCCN1CCCC1
→ i	0.4	8.4%	5.6	60	i	19	-38%	9%	-0.3%	-37%	-5%
CC(/C=C/c1ccco1)=N\NC(=O)c1cc(C)[nH]n1
→ i	0.8	-6.2%	-1.1	65	i	10	27%	11%	0.6%	-18%	-4%
O=C(O)CC(NNC(=O)c1ccccc1)C(=O)Nc1cccc([N+](=O)[O-])c1 (configuration not stated)
→ i	1.0	-2.1%	-0.7	51	i	26	14%	-2%	-0.1%	-9%	22%
Cc1ccc(CNS(=O)(=O)c2ccc3c(c2)NC(=O)CS3)cc1
→ i	0.0	-4.0%	0.8	64	i	28	4%	-11%	1.0%	31%	0%
O=C(O)c1cccc(CN2C(=O)SC(Nc3cccc4ccccc34)C2=O)c1 (configuration not stated)
→ i	0.7	.	1.5	60	i	37	-10%[20 µM]	13%	0.2%	-1%	-2%
C=CCn1c(=N)n(CC(O)COc2ccc(OC)cc2)c2ccccc21 (configuration not stated)
→ i	5.1	0.2%	-0.6	103	i	32	-38%	-2%	-0.1%	-29%	-3%

Bioassay records (PubChem BioAssay)
